# LYP inhibition = PTPN22 lymphoid phosphatase activity blockers – biochemical, fluorescence intensity, uHTS (AID 1779). recombinant LYP phosphatase, fluorescence intensity; higher % means a stronger effect. inhibition, % at 11.5 µM; hits with a dose series show IC50 in µM. actives 0.054% (n = 290,000);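 further: plate controls were vehicle with enzyme for no effect and no enzyme for full effect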
# Siah-1 displacement = Siah-1 peptide-binding antagonists, primary screen, biochemical, fluorescence polarization, rhodamine-plectin, uHTS (AID 1817). displacement, % at 20 µM, or IC50 in µM where a hit was titrated. actives 0.02% (n = 290,000). Siah-1 / rhodamine-plectin peptide fluorescence polarization; higher % means a stronger effect;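 active means displacement of at least 50% at 20 µM, with a fluorescence ratio check between 0.3 and a set limit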;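 further: plate controls were Siah plus tracer with DMSO for no effect and tracer alone without Siah for full effect; strong numbers were not always called active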
# NOD1 inhibition = inhibition of NOD1-driven NF-kB reporter – cell-based, luminescence, uHTS, primary screen (AID 1578); inhibition, % at 4 µM; hits with a dose series show EC50 in µM; actives 1% (n = 290,000); NOD1-driven NF-kB luciferase reporter cells, luminescence; higher % means a stronger effect; in the data active means inhibition mostly above about 36%, no sharp cut-off; inactive means mostly below about 34%;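 further: HEK-293T reporter cells stimulated with the NOD1 agonist gamma-tri-DAP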
# HIV peptide binding = cell-free HIV fusion peptide-binding blockers – biochemical, uHTS, fluorescence dequenching, primary screen (AID 1986); cell-free peptide binding, fluorescence dequenching, 30 min; higher % means a stronger effect; one-dose inhibition, % at 20 µM; IC50 in µM for titrated hits; actives 0.3% (n = 290,000); in the data active means inhibition mostly above about 52%, no sharp cut-off; inactive means mostly below about 76%; further: some results filed as inactive read as strong as hits
# KOR beta-arrestin-1 = kappa opioid receptor activators – cell-based, luminescence, uHTS, primary screen (AID 1777). actives 0.02% (n = 280,000). KOR beta-arrestin recruitment, luminescence; higher % means a stronger effect. one-dose activation, % at 10 µM; EC50 in µM for titrated hits; in the data active means activation above about 50%, passing the limit was not always enough; further: a part of the inactive calls stands beside numbers as strong as those of hits
# PhoP inhibition = inhibitors of PhoP regulon expression, primary screen, Salmonella Typhimurium, GFP reporter (AID 1863). S. Typhimurium PhoP-regulated promoter GFP reporter, 4 h; higher % means a stronger effect. actives 0.16% (n = 300,000). one-dose inhibition, % at 50 µM; IC50 in µM for titrated hits;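 active means inhibition over 29.93%, a cutoff 3 SD above the screen mean, later confirmed by dose response; inconclusive means inhibition over 29.93% but no dose response follow-up; inactive means inhibition at most 29.93% or unconfirmed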;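 further: 0% = low Mg2+ inducing control and 100% = high Mg2+ repressing control; strong numbers were not always called active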
# NOD2 inhibition = NOD2 signaling inhibitors, cell-based, luminescence, uHTS, HEK293 (AID 1566); HEK293 NOD2/NF-kB luciferase reporter, luminescence; higher % means a stronger effect; one-dose inhibition, % at 4 µM; EC50 in µM for titrated hits; actives 0.63% (n = 290,000); further: many of its hits are not listed in these tables
# Myeloid diff MLP = myeloid differentiation induction; actives 1% (n = 360,000); ER-HoxA9 myeloid progenitors, lysozyme-GFP differentiation, flow cytometry; calls only at 10 µM;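 active means normalized GFP-positive differentiation at or above the plate's own cutoff, the solvent-only control mean plus 3 SD; inconclusive means no clear call, values can overlap the other calls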;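 further: cells exposed to compound for four days before flow analysis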
# KOR beta-arrestin-2 = kappa opioid receptor blockers – cell-based, luminescence, uHTS (AID 1778). inhibition, % at 10 µM; hits with a dose series show IC50 in µM. KOR beta-arrestin recruitment, luminescence, antagonist mode; higher % means a stronger effect. actives 0.091% (n = 290,000); further: strong numbers were not always called active
# Myeloid diff MLP GFP+ MAC1+ % = also measured in Myeloid diff MLP; calls as there; GFP+ MAC1+ double positive, %; measured here: differentiation confirmed by MAC1 staining
# * marks the source's active call; other numbers are inactive results; i = inactive; ? = inconclusive; nt = not tested or not shown; & = joins results of further samples; [ ] = remark or other dose. Unless noted, no stated cut-off is given here; in the data, active means inhibition above about 50%; inactive means the rest. An excerpt; the hit share may differ from the screen's.
# Values run as follows: LYP inhibition, Siah-1 displacement, NOD1 inhibition, HIV peptide binding, KOR beta-arrestin-1, PhoP inhibition, NOD2 inhibition, Myeloid diff MLP, Myeloid diff MLP GFP+ MAC1+ %, KOR beta-arrestin-2
CCCCC(=O)Nc1cc(Cl)ccc1C(=O)O
 : -9%, 4%, -11%, 2.5%, -4.3%, -2%, 11%, i, 1.0, 3%[20 µM]
Brc1ccc(CSc2ncn[nH]2)cc1
 : -8%, 4%, 19%, -0.3%, 3.4%, -16%, -6%, i, 0.9, 3%
O=c1c2ccccc2[nH]c2ccccc12
 : -4%, -3%, -20%, 3.8%, 2.4%, 4%, 1%, i, 2.9, -30%
CCOC(=O)NC(=O)C(=CNc1ccccc1C)C(=O)NC(=O)OCC
 : 4%, -1%, -49%, 1.1%, 2.9%, -8%, 0%, i, 0.4, -2%
O=C(NN=C1CCCC1)NC1CCCCC1
 : 1%, -3%, -5%, -1.1%, 4.7%, -3%, -1%, i, 1.5, -2%
COc1ccc(C(=O)NN(C)c2nc(C(F)(F)F)nc3ccccc23)cc1
 : -1%, -2%, 39%, 3.1%, 0.0%, -2%, 12%, ?, nt, -147%
O=C(O)c1ccc(N2CCCS2(=O)=O)cc1
 : -13%, 2%, -21%, -0.1%, -3.3%, 1%, 8%, i, 0.6, -13%
Cc1ccc(CNC(=O)Nc2cccs2)cc1
 : -10%, 0%, -33%, 4.6%, 1.5%, 35%, -79%, i, 1.1, -11%
O=C(CSc1n[nH]c(-c2ccccc2)n1)Nc1ccc(N2CCOCC2)cc1
 : 2%, 0%, -51%, 0.8%, 5.8%, 4%, -19%, i, 0.4, -37%
Cc1nnc(SCC(=O)N2c3ccccc3CC2C)[nH]c1=O (stereo not given)
 : 1%, -2%, -32%, 0.7%, 7.1%, -3%, 2%, i, 0.6, 1%
Cc1ccc2[nH]c(=O)c(C(c3nnnn3C3CCCC3)N(Cc3cccnc3)Cc3ccco3)cc2c1 (stereo not given)
 : 3%, 8%, nt, -1.6%, -0.2%, 3%, 22%, i, 0.6, 19%
CC1=C(C)CC(C(=O)NCCc2ccccc2)C(C(=O)O)C1 (stereo not given)
 : -9%, 0%, 0%, 2.0%, -11%, -7%, 8%, i, 0.9, 3%
Cc1cccc(C)c1OCc1nnc(SCC(=O)NCc2ccccc2)o1
 : -9%, 2%, -25%, 0.1%, 1.0%, -5%, 5%, i, 6.8, 2%
COc1ccc(C(=O)Nc2c(N)nc(SCC(=O)NCC3CCCO3)[nH]c2=O)cc1 (stereo not given)
 : -7%, 2%, -44%, -0.3%, 6.5%, 4%, 4%, i, 1.0, -7%
O=C(NC(c1cccnc1)C(F)(F)F)c1cc(COc2ccc3c(c2)CCCC3)on1 (stereo not given)
 : -1%, 4%, 1%, 3.4%, 4.3%, 0%, 21%, ?, nt, -9%
COc1cccc2oc3cc(C#CC4(O)CCCCC4)ccc3c(=O)c12
 : -5%, 0%, -9%, 0.4%, 5.3%, -4%, -80%, i, 1.2, -69%[20 µM]
O=C(c1ccc(COCC(F)(F)F)cc1)N1CCN(c2ccccn2)CC1
 : 1%, 2%, -76%, -1.0%, nt, -1%, -6%, i, 0.7, -12%[20 µM]
CCOC(=O)C1CCN(C(=O)Nc2ccc3nccnc3c2)CC1
 : 0%, -3%, -53%, 2.3%, 1.2%, -1%, 2%, i, 0.2, -4%
CC1CCCC(NC(=O)CCCn2ncn3c(cc4occc43)c2=O)C1C (stereo not given)
 : -9%, -1%, -5%, -1.4%, 0.9%, -11%, 10%, i, 0.3, 30%
CCN(CC)S(=O)(=O)c1cccc(C(=O)N/N=C/c2ccccc2OCC(=O)O)c1
 : -1%, 9%, -13%, -0.8%, -5.3%, -2%, -4%, i, 0.4, 11%
COc1cc2ccc(=O)oc2c(O)c1OCC=C(C)C
 : -7%, -2%, -10%, 0.4%, 3.2%, -12%, -12%, i, 0.6, 4%
Oc1ccc(-c2nc3ccccn3c2NCc2ccc3c(c2)OCO3)cc1
 : -9%, 3%, -8%, 0.0%, 12%, 12%, 9%, i, 0.2, 16%
N#CCSc1nnc(-c2sc3ccccc3c2Cl)o1
 : -6%, -2%, 37%, 0.3%, -0.2%, -8%, 33%, i, 1.0, 11%
Cc1occc1C(=O)NNS(=O)(=O)c1ccc([N+](=O)[O-])cc1
 : -10%, 3%, -38%, -1.8%, -2.8%, 3%, 14%, i, 3.1, -3%
O=C(Nc1ccccc1NC(=O)c1ccco1)c1ccco1
 : -10%, 1%, -2%, -1.3%, -3.4%, -8%, 13%, i, 1.9, 15%
COc1ccc(S(=O)(=O)N(C)CC(=O)Nc2ccccc2C(F)(F)F)cc1
 : -7%, -3%, -25%, -1.7%, -2.7%, -4%, 0%, i, 0.9, -8%
Cc1cc(Cl)ccc1OCC(=O)NCCOc1nc(N2CCCCC2)nc(N2CCOCC2)n1
 : -5%, 2%, 16%, 0.9%, -3.9%, -2%, 12%, i, 6.0, -12%
COC(=O)c1ccc(C2C(C(=O)c3cc4ccccc4o3)=C(O)C(=O)N2CCN2CCOCC2)cc1 (stereo not given)
 : -6%, 2%, -18%, 1.5%, 2.0%, -8%, 13%, i, 2.5, 14%
O=C(NCc1nc(-c2ccc(C(F)(F)F)cc2)no1)c1cccs1
 : 1%, -2%, -6%, 0.3%, 8.4%, 14%, -1%, i, 0.3, 0%
O=C(NCc1ccco1)c1ccccc1F
 : -6%, -2%, -2%, 14%, 1.1%, 2%, 4%, i, 3.3, -20%

# An excerpt of these results, with tabs.
mol	LYP inhibition	Siah-1 displacement	NOD1 inhibition	HIV peptide binding	KOR beta-arrestin-1	PhoP inhibition	NOD2 inhibition	Myeloid diff MLP	Myeloid diff MLP GFP+ MAC1+ %	KOR beta-arrestin-2
COc1cc2ccc(=O)oc2c(O)c1OCC=C(C)C	-7%	-2%	-10%	0.4%	3.2%	-12%	-12%	i	0.6	4%
Oc1ccc(-c2nc3ccccn3c2NCc2ccc3c(c2)OCO3)cc1	-9%	3%	-8%	0.0%	12%	12%	9%	i	0.2	16%
N#CCSc1nnc(-c2sc3ccccc3c2Cl)o1	-6%	-2%	37%	0.3%	-0.2%	-8%	33%	i	1.0	11%
Cc1occc1C(=O)NNS(=O)(=O)c1ccc([N+](=O)[O-])cc1	-10%	3%	-38%	-1.8%	-2.8%	3%	14%	i	3.1	-3%
O=C(Nc1ccccc1NC(=O)c1ccco1)c1ccco1	-10%	1%	-2%	-1.3%	-3.4%	-8%	13%	i	1.9	15%
COc1ccc(S(=O)(=O)N(C)CC(=O)Nc2ccccc2C(F)(F)F)cc1	-7%	-3%	-25%	-1.7%	-2.7%	-4%	0%	i	0.9	-8%
Cc1cc(Cl)ccc1OCC(=O)NCCOc1nc(N2CCCCC2)nc(N2CCOCC2)n1	-5%	2%	16%	0.9%	-3.9%	-2%	12%	i	6.0	-12%
COC(=O)c1ccc(C2C(C(=O)c3cc4ccccc4o3)=C(O)C(=O)N2CCN2CCOCC2)cc1 (stereo not given)	-6%	2%	-18%	1.5%	2.0%	-8%	13%	i	2.5	14%
O=C(NCc1nc(-c2ccc(C(F)(F)F)cc2)no1)c1cccs1	1%	-2%	-6%	0.3%	8.4%	14%	-1%	i	0.3	0%
O=C(NCc1ccco1)c1ccccc1F	-6%	-2%	-2%	14%	1.1%	2%	4%	i	3.3	-20%

# More structures
# Values run as follows: LYP inhibition, Siah-1 displacement, NOD1 inhibition, HIV peptide binding, KOR beta-arrestin-1, PhoP inhibition, NOD2 inhibition, Myeloid diff MLP, Myeloid diff MLP GFP+ MAC1+ %, KOR beta-arrestin-2
CC(C)c1ccc(C(=O)Nc2cccnc2)cc1
 : -8%, 2%, -54%, -1.2%, -6.5%, 9%, -60%, i, 0.5, -26%[20 µM]
CCOC(=O)C(C)Oc1cccc2c(=O)n(CC(=O)N3CCCc4ccccc43)ccc12 (stereo not given)
 : -5%, 0%, 10%, -3.4%, -0.3%, 2%, 6%, i, 6.6, -27%
Cc1ccc(CC(=O)NC(C)CCc2ccccc2)cc1 (stereo not given)
 : -7%, 3%, 9%, -3.1%, 3.2%, 2%, 13%, i, 2.8, -2%
CCOC(=O)CN(C(=O)COc1nc(C)cc(C)c1C#N)c1ccc(F)cc1
 : -10%, -3%, 8%, -0.5%, -0.2%, -1%, 17%, i, 1.0, 15%
COc1ccc(OC)c(-c2cc(C3CCN(c4ncccc4[N+](=O)[O-])CC3)[nH]n2)c1
 : -4%, -3%, 8%, 14%, 1.2%, 19%, 17%, i, 2.2, -29%
CCOC(=O)c1c(C)c(C(=O)NCc2ccco2)c(C)n1C
 : 4%, -3%, -29%, 0.3%, -0.3%, -1%, -5%, i, 0.1, -14%
COc1ccc(CN(C(=O)COc2ccc(C)c(C)c2)C2CCS(=O)(=O)C2)cc1OC (stereo not given)
 : -10%, 1%, 14%, 2.8%, -1.4%, nt, 18%, i, 2.3, 4%[20 µM]
COc1cccc(NC(=O)CN(C)C(C)C(=O)Nc2cc([N+](=O)[O-])ccc2Cl)c1 (stereo not given)
 : -3%, 4%, 5%, 0.5%, -2.2%, -2%, 11%, i, 0.7, 18%
CS(=O)(=O)c1ccc(Cl)c(NC(=O)Cc2c(F)cccc2Cl)c1
 : -7%, 4%, -4%, 0.4%, -7.3%, -1%, 21%, i, 1.1, -5%[20 µM]
COc1ccc(CNC(=O)C2CCN(S(=O)(=O)c3ccc4c(c3)NC(=O)C(C)S4)CC2)cc1 (stereo not given)
 : -6%, 0%, 18%, -0.7%, 0.8%, -10%, 12%, i, 2.5, -12%
OC(CCN1CCCCC1)(c1ccccc1)C1CCCCC1 (stereo not given)
 : -5%, 11%, -18%, 1.7%, -1.1%, 8%&-3%, -2%, i, 2.2, -17%
Nc1nnc(CC(=O)N/N=C/c2cccc(OCCOc3ccccc3)c2)s1
 : 2%, 5%, -20%, 0.9%, -1.7%, 3%, -41%, i, 0.8, -26%
COc1ccc(Cl)cc1NC(=O)CN1CCN(Cc2ccccc2)CC1
 : -9%, 9%, -20%, 1.2%, -6.5%, 0%, 21%, i, 0.2, -8%[20 µM]
c1ccc(-c2cnnc(N3CCOCC3)n2)cc1
 : -6%, 0%, -28%, -3.2%, -3.5%, 7%, -21%, i, 0.6, 8%
CCC1CCCCN1C(=O)C(=O)c1cn(CC(=O)N(CC)CC)c2ccccc12 (stereo not given)
 : 0%, 0%, -4%, 1.4%, -0.9%, -1%, -1%, i, 0.6, -7%
Nc1nc2c(s1)C(=O)CC(c1ccccc1)C2 (stereo not given)
 : 1%, 0%, -9%, 8.6%, -0.8%, 5%, 4%, i, 1.1, 7%
CN(C(=O)CSc1nc(N)nn1-c1ccccc1)c1ccccc1
 : -6%, 0%, -2%, -1.4%, -1.6%, -1%, 0%, i, 1.8, 24%
Cc1nnc(NC(=O)CSc2nc3ccccc3[nH]2)s1
 : -4%, 5%, -22%, -0.6%, -2.8%, -3%, 12%, i, 1.0, -21%
Cc1cc(NC(=O)CCC(=O)N(CC(=O)NC2CCCC2)c2ccc(C(C)C)cc2)no1
 : -4%, 5%, -12%, -1.3%, -0.4%, -6%, 13%, i, 0.6, 19%
NC(CC(=O)NC(c1ccccc1)(c1ccccc1)c1ccccc1)C(=O)O (stereo not given)
 : -5%, 0%, -14%, 0.2%, 12%, -2%, 8%, i, 0.4, -16%
